STAT3 activator = increases IL-6 driven STAT3 reporter signal; 0.91% of 190,000 active; U3A cells, IL-6 STAT3-luciferase reporter, luminescence; 100% = signal with IL-6 EC80 alone; activation (% of control), % at 5.6 µM;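 active = activation above the screen-wide mean of compound activation plus 3 SD, cut at about 130% in these data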;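 note: 0% = background luminescence of wells with medium and substrate only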
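Material: STAT3-luciferase reporter U3A cells; Probe or stimulus: IL-6 (33 ng/mL); Incubation: compound pre-incubation 1 h before IL-6, then 6 h stimulation at 37 °C; Technique: luminescence from STAT3-driven luciferase reporter; Evaluation: % activation versus median of IL-6-stimulated wells; Controls: IL-6-only high control.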
Diaph act CS = activates diaphorase or chemically reduces, flagging diaphorase assay artifacts. Diaphorase/resazurin coupled assay, resorufin fluorescence, 16 min; active compounds read high; 1 = vehicle wells, 0 = NADH-free wells. activation factor at 20 µM. 0.005% of 190,000 active. AID 1229;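 active = diaphorase activity raised at least twofold by the compound at 20 µM; inactive = activation factor below 2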
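Test system: Clostridium kluyveri diaphorase, purified enzyme. Buffer or medium: 50 mM HEPES pH 7.4 buffer plus MgCl2 and Tween 20. Also added: 0.114 mM NADH and 0.1 mM resazurin, final amounts. Dosing: compound 20 µM once, DMSO 1%. Schedule: 16 min enzyme reaction, ambient temperature. Detection: fluorescence of resorufin, 544 nm excitation, 590 nm emission.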
Diaph inh CS = diaphorase inhibition or chemical oxidation counter-screen; diaphorase resazurin-to-resorufin fluorescence, NADH, 16 min; bacterial (C. kluyveri) enzyme, not human; inhibition, % at 20 µM; 0.69% of 190,000 active;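 active = primary screen inhibition at 20 µM above a set limit, cut at about 50% in these data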;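 note: plate controls were DMSO with full reaction for no effect and wells lacking NADH for full effect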
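Detection: fluorescence of resorufin formed from resazurin, Ex 544/Em 590 nm; test system: Clostridium kluyveri diaphorase enzyme; amount: 0.14 U/mL diaphorase, enzyme working solution; times: 16-min room-temperature incubation before reading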
TLR4-MyD88 BLA = TLR4-MyD88 interaction inhibition in cells. 0.18% of 200,000 active. O00206+Q99836. inhibition, % at 8.4 µM. HeLa CL3-4 TLR4/MyD88 BLA complementation, FRET ratio; in the data active = inhibition above about 25%;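 note: 0% = vehicle and 100% = reference inhibitor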
Target sequence (O00206 whole entry, looked up): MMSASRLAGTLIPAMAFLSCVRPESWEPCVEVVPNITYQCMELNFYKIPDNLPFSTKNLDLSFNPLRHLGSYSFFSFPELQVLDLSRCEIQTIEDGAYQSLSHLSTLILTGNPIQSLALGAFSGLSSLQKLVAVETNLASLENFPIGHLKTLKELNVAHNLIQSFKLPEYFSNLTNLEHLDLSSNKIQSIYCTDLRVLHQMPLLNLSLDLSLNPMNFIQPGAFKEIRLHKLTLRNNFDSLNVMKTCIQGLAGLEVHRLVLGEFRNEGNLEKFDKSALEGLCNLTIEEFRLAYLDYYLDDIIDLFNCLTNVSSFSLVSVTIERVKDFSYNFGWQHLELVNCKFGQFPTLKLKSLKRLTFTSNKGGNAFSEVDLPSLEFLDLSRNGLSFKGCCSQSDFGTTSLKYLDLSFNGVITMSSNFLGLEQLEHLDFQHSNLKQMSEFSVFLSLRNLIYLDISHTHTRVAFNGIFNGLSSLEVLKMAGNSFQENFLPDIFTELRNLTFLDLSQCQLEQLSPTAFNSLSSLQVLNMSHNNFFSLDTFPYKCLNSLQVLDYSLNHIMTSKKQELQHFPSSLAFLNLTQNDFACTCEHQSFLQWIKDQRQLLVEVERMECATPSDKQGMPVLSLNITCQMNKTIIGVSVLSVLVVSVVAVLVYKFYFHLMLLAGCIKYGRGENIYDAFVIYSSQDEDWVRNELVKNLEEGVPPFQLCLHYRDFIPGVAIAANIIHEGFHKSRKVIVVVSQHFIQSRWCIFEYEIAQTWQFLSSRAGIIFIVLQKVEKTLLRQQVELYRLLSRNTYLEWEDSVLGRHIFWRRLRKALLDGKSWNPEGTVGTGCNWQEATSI
Target sequence (Q99836 whole entry, looked up): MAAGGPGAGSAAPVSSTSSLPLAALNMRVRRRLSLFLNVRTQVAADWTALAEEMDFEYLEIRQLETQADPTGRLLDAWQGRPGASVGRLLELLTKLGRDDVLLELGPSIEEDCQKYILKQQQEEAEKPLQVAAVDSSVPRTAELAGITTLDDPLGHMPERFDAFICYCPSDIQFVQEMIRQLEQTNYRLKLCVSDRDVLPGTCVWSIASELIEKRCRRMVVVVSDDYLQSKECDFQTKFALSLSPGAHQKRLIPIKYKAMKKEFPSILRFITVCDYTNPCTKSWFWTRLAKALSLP
APP transl inh = APP translation inhibition. SH-SY5Y APP 5'UTR-luciferase reporter, luminescence. inhibition, % at 2 µM. 0.82% of 190,000 active. AID 1285;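 active = inhibition above a set limit, derived from the sample mean plus 3 SD, cut at about 45% in these data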; note: values of inactives mirror those of a sister screen read the other way
STAT3 inh = STAT3 signaling inhibition; U3A cells, IL-6 STAT3-luciferase reporter, luminescence; host cell line lacks STAT1; inhibition, % at 5.5 µM; 0.89% of 190,000 active;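 active = inhibition above the mean inhibition across all screened compounds plus 3 SD, cut at about 44% in these data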;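 note: 0% = DMSO only wells and 100% = 100 µM nifuroxazide control wells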
STAT1 blocker = inhibitors of IFN-gamma induced STAT1 signaling; NIH 3T3 STAT1-luciferase reporter, luminescence; inhibition, % at 5.5 µM; 0.35% of 200,000 active;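 active = inhibition above a set limit, the mean inhibition across all tested compounds plus 3 SD, cut at about 34% in these data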;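 note: 0% = IFN-gamma with DMSO and 100% = IFN-gamma with 300 µM nifuroxazide; values of inactives mirror those of a sister screen read the other way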
Hsp70 act = transcriptional activators of Hsp70; HeLa Hsp70 promoter luciferase reporter, luminescence; scaled: vehicle 0, proteasome-inhibitor control 100%; activation, % at 10 µM; 0.04% of 200,000 active; AID 1203;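 active = activation above the mean across all tested compounds plus 3 SD, cutoff set per campaign, cut at about 5.5% in these data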;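 note: 100% = MG132 at 30 µM as the positive control and 0% = DMSO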
G6PDH counter = counter-screen for G6PDH assay hits: L. mesenteroides G6PDH inhibition; Purified L. mesenteroides G6PDH, diaphorase/resazurin coupled fluorescence, 45 min; inhibition, % at 5 µM; 0.12% of 200,000 active; in the data active = inhibition above about 50%
STAT1 act = increases IFN-gamma driven STAT1 reporter signal; NIH 3T3 STAT1-luciferase reporter, luminescence; 100% = IFN-gamma alone, no compound; 2.6% of 200,000 active; AID 932; activation (% of control), % at 5.5 µM;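 active = activation above the screen-wide mean activation plus 3 SD, cut at about 130% in these data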;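 note: raw ratio to IFN-gamma control signal so 100% means no change and 0% no light; values of inactives mirror those of a sister screen read the other way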
Active calls of the source: *; x = not tested or not shown.

1. COc1ccccc1CNC(=O)C1(NC(=O)Nc2ccc(C)cc2)CCCCC1
2. C=CCSc1nnc2nc3c(nn12)c1cc(C)ccc1n3CC=C
3. CCCCC(c1nnnn1CC1CCCO1)N1CCN(c2nc3ccccc3s2)CC1 (centres undefined)
4. NC(=O)CSC1=Nc2ccccc2C2=NC(CCC(=O)NCc3ccc(F)cc3)C(=O)N12 (centres undefined)
5. COc1ccc(C2C(C(C)=O)=C(O)C(=O)N2c2nccs2)cc1 (centres undefined)
6. COc1ccc(OC)c(N(CC(=O)NCc2ccccn2)S(C)(=O)=O)c1
Compound	1	2	3	4	5	6
STAT3 activator	102	94	99	100	134*	98
Diaph act CS	0.9	1	0.7	0.8	0.9	0.9
Diaph inh CS	14	2	29	16	10	10
TLR4-MyD88 BLA	-6	5	-13	-2	-8	3
APP transl inh	-4	-8	0	-3	6	7
STAT3 inh	3	12	5	4	-43	7
STAT1 blocker	6	4	5	11	-19	6
Hsp70 act	-0.3	-0.1	-0.3	-0.1	0.2	0.0
G6PDH counter	3	5	0	-2	-1	6
STAT1 act	96	96	95	90	117	95

7. Cn1c(=O)oc2cc(S(=O)(=O)NCCC(=O)N3CC=C(c4ccccc4)CC3)ccc21
8. Cc1onc(-c2c(F)cccc2Cl)c1C(=O)NCCCN1CCOCC1
9. CCOC(=O)C(CCCOc1cccc(OC)c1)C(=O)OCC
10. Cc1cnc(C(=O)NCc2ccc(Cl)cc2Cl)cn1
11. O=C(CCCn1c(=O)[nH]c2ccsc2c1=O)Nc1ccc(F)cc1
12. CCNC(=O)c1cc2ccccc2o1
Compound	7	8	9	10	11	12
STAT3 activator	91	101	103	103	101	98
Diaph act CS	0.8	0.9	1	1.1	0.9	0.9
Diaph inh CS	22	10	0	-6	7	5
TLR4-MyD88 BLA	-9	3	-1	-9	-8	-14
APP transl inh	8	16	-14	-10	-14	-18
STAT3 inh	16	-1	6	-3	1	6
STAT1 blocker	9	0	5	1	5	-6
Hsp70 act	-0.3	-0.2	-0.2	-0.2	-0.2	0.0
G6PDH counter	2	0	7	12	4	2
STAT1 act	92	100	95	97	93	105

13. O=C(Cn1cnc2c(cnn2-c2ccccc2)c1=O)N1CCOCC1
14. O=C(CN1CCOCC1)N1CCN(c2ccc([N+](=O)[O-])cc2)CC1
15. CCOC(=O)C1=C(N)N2C(=O)C(C)SC2=C(C(=O)OC)C1c1ccccc1OC (centres undefined)
16. CCOC(=O)CNC(=O)CSc1nc(NCc2ccccc2)nc(N(C)C)n1
17. O=C(Nc1nc2c(s1)CCCC2)c1ccc(Br)o1
18. O=C(c1cc[n+]([O-])cc1)N1CCc2c([nH]c3ccccc23)C1c1ccccc1Cl (centres undefined)
Compound	13	14	15	16	17	18
STAT3 activator	100	94	100	98	62	176*
Diaph act CS	0.8	x	0.7	0.8	1	0.8
Diaph inh CS	19	x	33	16	-1	15
TLR4-MyD88 BLA	2	-10	-4	-10	4	-14
APP transl inh	14	-33	6	5	-163	0
STAT3 inh	0	9	3	8	46*	-83
STAT1 blocker	-6	5	-9	10	-72	10
Hsp70 act	-0.5	-0.5	0.1	-0.3	0.4	-0.2
G6PDH counter	-16	8	3	-21	3	13
STAT1 act	107	95	108	91	165*	89

Limited to STAT1 act, APP transl inh and Hsp70 act, for 2 of the compounds above:
cpd	mol	STAT1 act	APP transl inh	Hsp70 act
15	CCOC(=O)C1=C(N)N2C(=O)C(C)SC2=C(C(=O)OC)C1c1ccccc1OC (centres undefined)	108	6	0.1
16	CCOC(=O)CNC(=O)CSc1nc(NCc2ccccc2)nc(N(C)C)n1	91	5	-0.3

The results go on.
19. O=C(CCC1CCCC1)Nc1nnc(-c2ccc3c(c2)OCO3)s1
20. c1cncc(Oc2cccc(Oc3cccnc3)c2)c1
21. O=C(Nc1cccnc1)c1ccc(NC(=O)c2ccco2)cc1
22. Cc1ccc(CNc2nc3ccc(C)cc3n3cnnc23)cc1
23. CN(Cc1ccccc1)C(=O)c1nn2cccnc2c1Cl
24. Cc1nc2c(cnn2-c2ccc(Cl)cc2)c(=O)n1-c1ccc(N2CCC(C)CC2)cc1
Compound	19	20	21	22	23	24
STAT3 activator	107	105	91	98	99	100
Diaph act CS	1	0.9	1	1.2	1	0.9
Diaph inh CS	1	7	-1	-22	4	12
TLR4-MyD88 BLA	1	20	-2	7	5	-10
APP transl inh	11	-7	-17	-10	-10	5
STAT3 inh	-10	-1	12	8	6	5
STAT1 blocker	-5	6	-9	-4	-3	-1
Hsp70 act	0.0	-0.2	0.0	-0.2	-0.1	-0.2
G6PDH counter	6	-1	17	8	12	4
STAT1 act	105	94	106	104	100	101

An excerpt from above in order of count of non-hydrogen atoms, low to high:
12. CCNC(=O)c1cc2ccccc2o1
17. O=C(Nc1nc2c(s1)CCCC2)c1ccc(Br)o1
20. c1cncc(Oc2cccc(Oc3cccnc3)c2)c1
23. CN(Cc1ccccc1)C(=O)c1nn2cccnc2c1Cl
22. Cc1ccc(CNc2nc3ccc(C)cc3n3cnnc23)cc1
19. O=C(CCC1CCCC1)Nc1nnc(-c2ccc3c(c2)OCO3)s1
13. O=C(Cn1cnc2c(cnn2-c2ccccc2)c1=O)N1CCOCC1
16. CCOC(=O)CNC(=O)CSc1nc(NCc2ccccc2)nc(N(C)C)n1
Compound	12	17	20	23	22	19	13	16
STAT3 activator	98	62	105	99	98	107	100	98
Diaph act CS	0.9	1	0.9	1	1.2	1	0.8	0.8
Diaph inh CS	5	-1	7	4	-22	1	19	16
TLR4-MyD88 BLA	-14	4	20	5	7	1	2	-10
APP transl inh	-18	-163	-7	-10	-10	11	14	5
STAT3 inh	6	46*	-1	6	8	-10	0	8
STAT1 blocker	-6	-72	6	-3	-4	-5	-6	10
Hsp70 act	0.0	0.4	-0.2	-0.1	-0.2	0.0	-0.5	-0.3
G6PDH counter	2	3	-1	12	8	6	-16	-21
STAT1 act	105	165*	94	100	104	105	107	91

15. CCOC(=O)C1=C(N)N2C(=O)C(C)SC2=C(C(=O)OC)C1c1ccccc1OC (centres undefined)
24. Cc1nc2c(cnn2-c2ccc(Cl)cc2)c(=O)n1-c1ccc(N2CCC(C)CC2)cc1
Compound	15	24
STAT3 activator	100	100
Diaph act CS	0.7	0.9
Diaph inh CS	33	12
TLR4-MyD88 BLA	-4	-10
APP transl inh	6	5
STAT3 inh	3	5
STAT1 blocker	-9	-1
Hsp70 act	0.1	-0.2
G6PDH counter	3	4
STAT1 act	108	101

Assay outcomes as filed in PubChem.
